Screening data deposited in PubChem by National Center for Advancing Translational Sciences (NCATS).
PI4K2A inh: PI4K2A (human) kinase inhibition; activity change, negative = inhibition, % at 76.9 µM; Q9BTU6; purified PI4K2A, ADP-Glo luminescence, 1 h; hits give low values; AID 1346378; 420,000 compounds, 0.13% hits; in the data active = activity change below about -50%; inconclusive = mostly about -30% to -49%;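 also: -100% = wells without enzyme as full effect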
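PI4K2A activity was measured by ADP-Glo luminescence: enzyme (4 ug/mL stock) and phosphatidylinositol (1.2 mM stock) in Tris pH 7.5/MgCl2/EGTA/Triton X-100 buffer were reacted with ATP (300 microM stock) for one hour at ambient temperature.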
G9a inh: blocks human histone lysine methyltransferase G9a; AID 504332; 350,000 compounds, 8.8% hits; G9a H3K9 monomethylation, AlphaScreen, 2 h; Potency, µM (titrated, usually from 102 µM), without a hit: top-dose activity, negative = inhibition, actives largely listed as inhibitors; Q96KQ7; also: potency is read from the fitted curve at half-maximal effect; % is scaled to controls: 0 for no effect and ±100 for the full control effect; nearly all actives have a fitted effect of over 75% in size
Target sequence (Q96KQ7 913-1193 limits assumed): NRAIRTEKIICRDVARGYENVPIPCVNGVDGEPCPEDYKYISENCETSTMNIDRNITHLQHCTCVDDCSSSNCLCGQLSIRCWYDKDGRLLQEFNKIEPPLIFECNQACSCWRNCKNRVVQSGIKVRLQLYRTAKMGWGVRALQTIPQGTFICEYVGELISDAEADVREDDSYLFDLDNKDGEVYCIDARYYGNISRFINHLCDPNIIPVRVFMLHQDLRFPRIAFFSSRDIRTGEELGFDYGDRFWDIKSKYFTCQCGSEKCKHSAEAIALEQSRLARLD
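AlphaScreen read-out: biotin-H3K9 peptide (500 nM) methylation by 20 nM enzyme with 20 uM SAM, 2 h at room temperature after 15 min compound preincubation; anti-monomethyl H3K9 antibody plus donor/acceptor beads, 10 min dark.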
Pin1 inh: human Pin1 inhibition. 390,000 compounds, 0.009% hits. Potency, µM (highest dose often 115 µM), for inactives: top-dose activity, negative = inhibition, most hits filed as inhibitors. Pin1 FP peptide displacement, HiFluor488, 10 min. AID 504891; active = well fitted inhibition curve with a large enough effect in the polarisation, with a control signal flat, not every such curve was filed as active; inconclusive = small, poorly fitted or top-dose-only effect, or effect the other way, or a change in a side signal; inactive = no such curve, though single readings can be large or run the other way; the % refers to the polarisation; also: potency is read from the fitted curve at half-maximal effect; % is scaled to controls: 0 for no effect and ±100 for the full control effect
Target sequence (Q13526 whole entry, looked up): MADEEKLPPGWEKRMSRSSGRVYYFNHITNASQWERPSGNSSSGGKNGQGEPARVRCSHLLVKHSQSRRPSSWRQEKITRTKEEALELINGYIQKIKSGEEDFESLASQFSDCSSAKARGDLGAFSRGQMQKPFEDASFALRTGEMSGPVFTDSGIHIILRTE
Tb PGK inh: inhibitors of T. brucei phosphoglycerate kinase. PGK/GAPDH coupled, Kinase-Glo luminescence, 60 min. Potency, µM (titrated, usually from 57.5 µM), for inactives: at the top dose activity change, negative = inhibition, most hits filed as inhibitors. 380,000 compounds, 0.043% hits. AID 602233; also: potency is read from the fitted curve at half-maximal effect; % is scaled to controls: 0 for no effect and ±100 for the full control effect; nearly all actives have a fitted effect of over 60% in size
Target sequence (P07378 whole entry, looked up): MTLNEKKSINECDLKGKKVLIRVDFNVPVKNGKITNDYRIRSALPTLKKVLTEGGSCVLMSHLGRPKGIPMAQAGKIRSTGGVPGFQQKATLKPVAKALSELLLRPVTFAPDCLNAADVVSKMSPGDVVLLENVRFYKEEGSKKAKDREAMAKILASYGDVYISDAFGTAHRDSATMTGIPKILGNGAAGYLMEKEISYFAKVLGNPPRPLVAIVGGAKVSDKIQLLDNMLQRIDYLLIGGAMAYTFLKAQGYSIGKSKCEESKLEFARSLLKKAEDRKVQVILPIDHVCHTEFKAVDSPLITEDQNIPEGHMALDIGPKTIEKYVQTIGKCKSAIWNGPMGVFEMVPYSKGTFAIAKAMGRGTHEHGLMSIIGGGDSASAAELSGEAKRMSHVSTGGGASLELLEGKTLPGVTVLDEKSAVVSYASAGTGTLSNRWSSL
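Recombinant glycosomal PGK reaction used 1,3-bisphosphoglycerate generated in-well by GAPDH (100nM final) in 100mM TEA pH 7.6, 5mM MgCl2, 0.01% Tween-20. After 60 minutes at room temperature, ATP was read by Kinase-Glo Plus luminescence end-point.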
GLS inhibitor: inhibitors of human glutaminase (GLS). 410,000 compounds, 0.21% hits. O94925. Potency, µM (series often up to 45.5 µM), inactives show at the highest dose activity change, negative = inhibition, hits mostly inhibitors. GLS enzymatic activity, qHTS titration; also: potency is read from the fitted curve at half-maximal effect; % is scaled to controls: 0 for no effect and ±100 for the full control effect
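Read-out is an Amplex red fluorescence increase coupled through glutamate oxidase and HRP, measured before and after 30 min room-temperature incubation. hKGA is in 45 mM KH2PO4 (pH 8.2) with 0.02% Tween-20; glutamine added as 1mM solution.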
HP1b chromo inh: blocks HP1-beta chromodomain binding to methylated histone tails | AlphaScreen HP1-beta / biotin-H3K9me3 peptide binding | Potency, µM (top dose mostly 114 µM), without a hit: at the highest dose activity change, negative = inhibition, most hits filed as inhibitors | 390,000 compounds, 0.56% hits | AID 540317; also: potency is read from the fitted curve at half-maximal effect; nearly all actives have a fitted effect of over 70% in size; inactives centre near 23
Target sequence (P83916 whole entry, looked up): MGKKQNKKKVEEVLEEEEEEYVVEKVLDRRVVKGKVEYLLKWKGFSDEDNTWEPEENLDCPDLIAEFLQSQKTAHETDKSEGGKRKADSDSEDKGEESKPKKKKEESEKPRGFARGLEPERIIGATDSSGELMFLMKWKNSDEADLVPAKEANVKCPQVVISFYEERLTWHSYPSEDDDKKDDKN
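AlphaScreen: HP1-beta (50 nM) preformed 30 min with biotin-H3(1-18)K9me3 peptide (50 nM) in PBS pH 7.4, 0.01% Tween-20. Compound added for 30 min at RT, then streptavidin donor/nickel chelate acceptor beads (10 ug/mL) for 30 min.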
POLH inh: blocks human DNA polymerase eta activity; Q9Y253; recombinant Pol eta, fluorescent DNA replication assay; Potency, µM (series often up to 114 µM), for the others: top-dose activity change, negative = inhibition, usual class: inhibitors; 390,000 compounds, 1.2% hits; AID 588591; also: potency is read from the fitted curve at half-maximal effect; % is scaled to controls: 0 for no effect and ±100 for the full control effect
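Pol eta at 10 nM preincubated with compounds 15 min at room temperature; reaction started with fluorescent substrate (50 nM final) and read kinetically at 0 and 10 min.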
BAZ2B block: inhibitors of human BAZ2B bromodomain. Q9UIF8. AlphaScreen BAZ2B-H3K14Ac peptide displacement. Potency, µM (titrated, usually from 114 µM), for the others: at the top dose activity change, negative = inhibition, most hits filed as inhibitors. 360,000 compounds, 4.4% hits. AID 504333; also: potency is read from the fitted curve at half-maximal effect; % is scaled to controls: 0 for no effect and ±100 for the full control effect; nearly all actives have a fitted effect of over 60% in size
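Multi-concentration screen (max 110 uM) measuring displacement of acetylated histone H3 peptide from BAZ2B by AlphaScreen, using 50 nM protein, 50 nM peptide and 10 ug/mL streptavidin donor plus Ni-chelate acceptor beads.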
JMJD2A Tudor inh: inhibitors of human JMJD2A Tudor domain; O75164; AlphaScreen JMJD2A-Tudor / H3K4me3 peptide binding; Potency, µM (titrated, usually from 114 µM), inactives show at the highest dose activity change, negative = inhibition, hits mostly inhibitors; 390,000 compounds, 4.4% hits; AID 504339; also: potency is read from the fitted curve at half-maximal effect; % is scaled to controls: 0 for no effect and ±100 for the full control effect; nearly all actives have a fitted effect of over 50% in size
Active calls of the source: *; i = inactive; ? = inconclusive; . = not tested or not shown; & = joins results of further samples; [ ] = another dose, or the depositor's remark. Unless noted, calls follow the shape of the dose curve; as a rule, active = well fitted curve in the direction sought with a large enough effect; inconclusive = small, poorly fitted or top-dose-only effect, or another doubt; inactive = no such curve, though single readings can be large; an effect the other way counts as inactive or inconclusive.

| nr | PI4K2A inh | G9a inh | Pin1 inh | Tb PGK inh | GLS inhibitor | HP1b chromo inh | POLH inh | BAZ2B block | JMJD2A Tudor inh | molecule |
| --- | --- | --- | --- | --- | --- | --- | --- | --- | --- | --- |
| 1 | -3.7 | 15.3% | -6.9% | -1.6% | 0.0% | 0.1% | -1.2% | -15.6% | -9.5% | COc1ccc(C(C(=O)NC2CCCC2)N(C(=O)c2ccco2)c2ccccc2OC)cc1 (stereo not given) |
| 2 | -4.8 | . | -0.1% | -0.6% | -1.0% | 46.7%[activator] | -9.9% | . | -16.4% | COc1ccc(CNC[C@H]2O[C@@H](n3ccc(=O)[nH]c3=O)[C@H](O)[C@@H]2O)cc1OC |
| 3 | -2.4 | ? | -5.5% | -2.5% | -10.9% | 54.9%[activator] | -22.2% | -13.4% | -7.6% | CC(=O)NC(Cc1ccccc1F)C(=O)NC1CCN(c2ncccc2[N+](=O)[O-])CC1 (stereo not given) |
| 4 | 0.4 | -1.0%[59 µM] | 1.5% | -2.5% | 25.1% | ? | -2.2% | 9.9% | ? | COc1ccc(C2=NOC(C(=O)NCc3ccccn3)C2)cc1 (stereo not given) |
| 5 | 1.0 | 79.4µM* | -2.0% | 10.4% | 0.4% | 20.8% | -9.6% | 14.4% | -4.8% | CCN(CC(=O)Nc1ccc(Br)cc1)CC(=O)Nc1cc(C)on1 |
| 6 | 4.3 | 24.8% | -2.3% | -3.2% | -5.6% | 84.0%[activator] | -19.2% | 0.2% | 23.7% | CCOC(=O)c1cnc2c(-c3ccccc3OC)c(C)nn2c1C |
| 7 | 1.4 | 27.4% | 0.2% | -3.0% | -4.0% | 22.8% | -14.3% | -5.2% | -6.6% | Cc1cc(CN(C)C(=O)c2ccc3nc(Cc4ccccc4F)oc3c2)n[nH]1 |
| 8 | 1.9 | -13.1%[59 µM] | -8.3% | -7.3% | 5.7% | 31.9% | 9.8% | 2.9% | -14.0% | O=C(Nc1ccccc1)c1ccc(NCC2CCCO2)c(S(=O)(=O)N2CCOCC2)c1 (stereo not given) |
| 9 | 3.4 | ? | -5.8% | -6.9% | 2.9% | 54.9%[activator] | 0.7% | ? | -12.6%[57.1 µM] | COc1ccc2[nH]c(=O)c3c(c2c1)OC(C)(C)C=C3 |
| 10 | -0.9 | -5.6%[59 µM] | -1.2% | i | -10.5% | 3.3% | -7.1% | -13.7% | -17.2% | COc1ccc2nc(N3CCN(C(=O)CS(=O)(=O)c4ccc(C)cc4)CC3)sc2c1 |
| 11 | -2.1 | 12.4%[59 µM] | -3.1% | -3.9% | 8.7% | 36.1% | -14.3% | 1.8% | 2.1% | Cn1c(=O)c2c(nc(SCC(=O)Nc3ccc(F)cc3)n2Cc2ccccc2)n(C)c1=O |
| 12 | 3.4 | ? | -14.5% | -24.5% | 26.0% | 42.6%[activator] | -10.6% | -11.7% | -7.5% | CC(=O)N(C(C)=O)N1C(=O)C2C3c4ccccc4C(c4ccccc43)C2C1=O (stereo not given) |
| 13 | 0.8 | -26.0% | 0.4% | -10.0% | 1.4% | 2.0% | -11.8% | -5.8% | -15.3% | CSc1ccc(NC(=O)Nc2cc(C)ccn2)cc1 |
| 14 | -0.8 | -23.6%[59 µM] | 10.6% | -8.6% | 1.0% | 35.7% | -19.8% | -0.4% | -5.2% | COC(=O)c1c(NC(=O)COc2ccc(OC)cc2)sc2c1CCC(C)C2 (stereo not given) |
| 15 | 4.8&0.2 | 6.6% | 0.0%&3.8% | 9.2% | 0.0%&0.2% | 27.1%&13.1% | -16.5%&-9.9% | -20.3%&-7.3% | -8.8%&-24.6% | COc1ccc(C)cc1NC(=O)CCNS(=O)(=O)c1cccc2nonc12 |
| 16 | 0.1 | 50.1µM* | -3.1% | i | 0.2% | 25.3% | -17.0% | -12.6% | -12.3% | CC(C)C1Cc2c(C#N)c(N)n(C)c(=S)c2CO1 (stereo not given) |
| 17 | -1.7 | -32.8% | -0.7% | -5.0% | 6.0% | 17.5% | -3.8% | -1.8% | -13.0% | CCOP(=O)(OCC)C(Nc1ccc(C(=O)O)cc1)c1ccccc1 (stereo not given) |
| 18 | 2.2 | 1.5%[2.33 µM] | 9.5% | 2.6% | 4.0% | 5.8% | ? | -11.7% | -21.0% | COc1ccc(/C=C2\SC(=S)N(CCC(=O)N(CCO)c3ccccc3)C2=O)cc1OC |
| 19 | 0.6 | ? | 0.1% | -3.9% | 4.1% | 21.6% | 7.3% | -20.3% | -21.3% | CC(C)(C)c1cnnn1-c1ccc(C(=O)CCl)cc1 |
| 20 | -6.2 | ? | -4.0% | i | 7.0% | 10.8% | 6.7% | -6.5% | -23.1% | CN1CCN(CCCNC(=O)c2ccc3c(Cl)c4c(nc3c2)CCCC4)CC1 |
| 21 | -0.4 | 0.0% | -5.0% | -7.3% | -0.9% | 53.8%[activator] | -6.9% | -11.8% | 6.0% | O=C(CSCc1ccc(Br)cc1)N1CCCC1 |
| 22 | -7.6 | 50.1µM* | 0.8% | i | 9.5% | 9.7% | -22.9% | -24.7% | -25.3% | O=C(CSc1ccc2c(c1)OCCO2)N1CCN(c2ccccc2O)CC1 |
| 23 | -17.5 | 2.3% | 5.0% | 2.6% | 18.0% | 30.1% | -8.0% | -9.9% | 1.3% | Cc1ccc(C(=O)N/N=C/c2ccc(N3CCOCC3)cc2)c(C)c1 |
| 24 | -1.1 | 1.7%[59 µM] | 25.6% | -3.9% | 2.7% | 33.4% | -7.9% | 0.5% | -4.4% | O=S(=O)(c1ccc(Cl)cc1)c1nnn2c1nc(NCc1ccccc1)c1sccc12 |

G9a inh, what is marked active above
| nr | PI4K2A inh | G9a inh | Pin1 inh | Tb PGK inh | GLS inhibitor | HP1b chromo inh | POLH inh | BAZ2B block | JMJD2A Tudor inh | molecule |
| --- | --- | --- | --- | --- | --- | --- | --- | --- | --- | --- |
| 5 | 1.0 | 79.4µM* | -2.0% | 10.4% | 0.4% | 20.8% | -9.6% | 14.4% | -4.8% | CCN(CC(=O)Nc1ccc(Br)cc1)CC(=O)Nc1cc(C)on1 |
| 16 | 0.1 | 50.1µM* | -3.1% | i | 0.2% | 25.3% | -17.0% | -12.6% | -12.3% | CC(C)C1Cc2c(C#N)c(N)n(C)c(=S)c2CO1 (stereo not given) |
| 22 | -7.6 | 50.1µM* | 0.8% | i | 9.5% | 9.7% | -22.9% | -24.7% | -25.3% | O=C(CSc1ccc2c(c1)OCCO2)N1CCN(c2ccccc2O)CC1 |

A different layout for part of the listing above.
(24) O=S(=O)(c1ccc(Cl)cc1)c1nnn2c1nc(NCc1ccccc1)c1sccc12
- PI4K2A inh: -1.1
- G9a inh: 1.7%[59 µM]
- Pin1 inh: 25.6%
- Tb PGK inh: -3.9%
- GLS inhibitor: 2.7%
- HP1b chromo inh: 33.4%
- POLH inh: -7.9%
- BAZ2B block: 0.5%
- JMJD2A Tudor inh: -4.4%

(17) CCOP(=O)(OCC)C(Nc1ccc(C(=O)O)cc1)c1ccccc1 (stereo not given)
- PI4K2A inh: -1.7
- G9a inh: -32.8%
- Pin1 inh: -0.7%
- Tb PGK inh: -5.0%
- GLS inhibitor: 6.0%
- HP1b chromo inh: 17.5%
- POLH inh: -3.8%
- BAZ2B block: -1.8%
- JMJD2A Tudor inh: -13.0%

(23) Cc1ccc(C(=O)N/N=C/c2ccc(N3CCOCC3)cc2)c(C)c1
- PI4K2A inh: -17.5
- G9a inh: 2.3%
- Pin1 inh: 5.0%
- Tb PGK inh: 2.6%
- GLS inhibitor: 18.0%
- HP1b chromo inh: 30.1%
- POLH inh: -8.0%
- BAZ2B block: -9.9%
- JMJD2A Tudor inh: 1.3%

(21) O=C(CSCc1ccc(Br)cc1)N1CCCC1
- PI4K2A inh: -0.4
- G9a inh: 0.0%
- Pin1 inh: -5.0%
- Tb PGK inh: -7.3%
- GLS inhibitor: -0.9%
- HP1b chromo inh: 53.8%[activator]
- POLH inh: -6.9%
- BAZ2B block: -11.8%
- JMJD2A Tudor inh: 6.0%

(listing goes on)
| nr | PI4K2A inh | G9a inh | Pin1 inh | Tb PGK inh | GLS inhibitor | HP1b chromo inh | POLH inh | BAZ2B block | JMJD2A Tudor inh | molecule |
| --- | --- | --- | --- | --- | --- | --- | --- | --- | --- | --- |
| 25 | -7.1 | -40.7% | -2.2% | . | 2.5% | ? | -12.2% | -18.0% | -26.1% | O=C(/C=C/c1ccccc1[N+](=O)[O-])NCc1ccncc1 |
| 26 | 0.9 | . | 0.7% | 6.1% | 2.4% | 35.6% | -6.7% | . | -11.4% | O=C(C[C@H]1C/C=C\C[C@H](Cc2ccc(F)cc2)C(=O)OC[C@@H]2CCCN2C1=O)N[C@H](CO)Cc1ccccc1 |
| 27 | -1.8 | -5.2% | -6.8% | 8.0% | 1.3% | 28.4% | -14.3% | -0.3% | -3.4% | CCN(CC(=O)Nc1ccccc1C(F)(F)F)C(=O)c1ccccc1SCC(=O)N1CCCC1 |
| 28 | -5.0 | 47.7% | 2.2% | -9.5% | 0.5% | 16.9% | -18.0% | 3.1% | -22.1% | CCOC(=O)C1CCCN(C(=O)C2CCN(S(=O)(=O)c3ccc4ccccc4c3)CC2)C1 (stereo not given) |
| 29 | -7.0 | 18.9%[59 µM] | ? | i | . | 27.9% | 9.4% | -7.6% | 0.0% | Cc1nnc(-n2ncc(C#N)c2N)c2nn(-c3cccc(Cl)c3)c(C)c12 |
| 30 | -1.6 | 1.0%[59 µM] | 4.4% | -7.6% | 10.8% | -1.1% | -23.9% | 10.6% | -20.3% | COc1ccc(N(Cc2ccccc2)S(=O)(=O)c2cccc(C(=O)Nc3ccccn3)c2)cc1 |

This is a subset; count on the stated rates, not on these rows.
